BB579 growth dn – reduces growth of yeast BB579 in restrictive medium. S. cerevisiae BB579 growth, OD615, 48 h. AID 804. inhibition, % at 10 µM. actives 0.51% (n = 140,000);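 active = inhibition above a set limit, 3 SD over the mean compound inhibition, cut at about 44% in these data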; note: inactives centre near -24
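test system = yeast BB579 (DeaD) | buffer or medium = restrictive CSMM-D medium | doses = single compound dose of 10 µM, 0.25% DMSO final | times = 4 h preincubation and 48 h exposure at 30 °C | technique = culture absorbance at 615 nm | benchmarks = amphotericin B 10 µg/mL, positive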
Yeast life ext – extends the lifespan of yeast; S. cerevisiae growth with nicotinamide, OD615; deaD strain in restrictive glucose medium; inhibition of the nicotinamide effect, % at 10 µM; actives 0.68% (n = 130,000);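 active = inhibition above a set limit, placed 3 SD over the median of all compounds, cut at about 26% in these data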;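 note: 0% = nicotinamide-treated wells and 100% = cells grown without nicotinamide; some compounds called inactive have numbers as strong as hits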
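Test system: DeaD-strain S. cerevisiae / Buffer or medium: restrictive glucose medium / Also added: nicotinamide 1.5 mM / Doses: one concentration, 10 µM, DMSO 0.25% / Schedule: 48 h at 30 °C / Signal: OD615 measurement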
HCT116 PTEN-null – growth suppressors of cells with PTEN tumor suppressor deletion | HCT116 PTEN-null viability, CellTiter-Glo, 60 h; active compounds read low | viability, % at 10 µM | actives 1.2% (n = 140,000) | AID 827;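 active = viability at or below a set limit, 4 SD under the median of all tested compounds, cut at about 3.7% in these data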;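 note: PTEN knockout HCT116 line with beta catenin targeted HCT116 as companion control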
Measles CPE – protection of cells from measles virus; Measles virus-infected cells, CPE protection, absorbance; protection (pct of control), % at 4 µM; actives 1.5% (n = 140,000); AID 841; in the data active = protection mostly above about 24%, no sharp cut-off; inactive = mostly below about 26%; note: some compounds called inactive have numbers as strong as hits
MRP1 act – MRP-1 activation; H69AR cells + doxorubicin, viability rescue, CellTiter-Glo; actives 0.61% (n = 140,000); viability increase, % at 10 µM;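 active = viability gain under doxorubicin at or above a set limit, the compound median plus 3 SD, cut at about 4.7% in these data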;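 note: MRP-1 overexpressing cells given doxorubicin 25 µM after compound pretreatment; 18-22 h compound pretreatment then 72 h with doxorubicin before readout; 0% = doxorubicin-only wells and 100% = vehicle-treated cells without doxorubicin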
NPY-Y2 antag – antagonists of human neuropeptide Y receptor Y2. inhibition, % at 2.7 µM. NPY-Y2 expressing cells, antagonist mode. actives 0.99% (n = 140,000); in the data active = inhibition above about 17%;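 note: 0% = vehicle with agonist challenge and 100% = reference antagonist with challenge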
Target sequence (P49146 whole entry, looked up): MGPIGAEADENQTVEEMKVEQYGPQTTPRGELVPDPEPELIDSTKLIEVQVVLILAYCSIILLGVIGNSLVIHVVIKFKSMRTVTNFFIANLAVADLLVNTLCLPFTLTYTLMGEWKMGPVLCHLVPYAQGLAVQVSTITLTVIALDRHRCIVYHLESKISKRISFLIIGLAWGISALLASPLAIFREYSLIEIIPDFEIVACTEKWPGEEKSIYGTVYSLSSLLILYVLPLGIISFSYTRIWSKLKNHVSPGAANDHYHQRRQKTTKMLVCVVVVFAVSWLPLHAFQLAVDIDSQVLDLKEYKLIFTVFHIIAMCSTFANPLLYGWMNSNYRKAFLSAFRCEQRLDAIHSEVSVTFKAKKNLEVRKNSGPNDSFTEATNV
E-sel TNF inh – TNF alpha driven E-selectin expression inhibition | HUVEC TNFa-induced E-selectin immunofluorescence, high content | inhibition, % at 2 µM | actives 0.71% (n = 120,000) | AID 1246;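 active = inhibition above the batch mean plus 3 SD, and confirmed as a hit on visual image review, cut at about 43% in these data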;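 note: 0% = TNF-stimulated DMSO wells and 100% = unstimulated control wells; not every result past the cut was called active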
Phagocyt inh – blocks phagocytosis by macrophages; J774A.1 macrophage IgG-bead phagocytosis, imaging; inhibition, % at 5 µM; actives 0.07% (n = 110,000); AID 1029;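 active = inhibition above the mean of the plate negative controls plus 5 SD, cut at about 13% in these data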;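 note: phagocytic index as fraction of beads internalized from green versus red external bead signal; plate controls were DMSO negative control for no effect and cytochalasin-D positive control for full effect; some results beyond the cut were filed as inactive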
GALR2 blocker – GALR2 (human) receptor antagonism; actives 0.39% (n = 140,000); O43603; inhibition, % at 4 µM; GALR2-expressing cells, antagonist mode; AID 828; in the data active = inhibition above about 27%;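 note: cells stimulated with galanin 1-16 at roughly its EC80; 0% = agonist challenge control and 100% = basal control without agonist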
Target sequence (O43603 whole entry, looked up): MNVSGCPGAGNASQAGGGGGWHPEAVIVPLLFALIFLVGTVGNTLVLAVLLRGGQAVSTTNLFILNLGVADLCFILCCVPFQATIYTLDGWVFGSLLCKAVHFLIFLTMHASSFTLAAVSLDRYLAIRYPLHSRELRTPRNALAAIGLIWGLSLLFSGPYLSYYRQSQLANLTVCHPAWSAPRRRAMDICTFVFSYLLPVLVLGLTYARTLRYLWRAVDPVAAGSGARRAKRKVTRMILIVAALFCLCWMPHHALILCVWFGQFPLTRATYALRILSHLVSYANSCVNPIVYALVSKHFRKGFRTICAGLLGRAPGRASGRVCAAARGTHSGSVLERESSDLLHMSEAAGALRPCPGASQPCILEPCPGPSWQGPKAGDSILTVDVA
bCat KO growth – beta-catenin-lacking colon tumor cell growth suppression; actives 1.5% (n = 140,000); viability, % at 10 µM; HCT116 beta-catenin knockout viability, CellTiter-Glo, 60 h; active compounds read low;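 active = viability at or under a set limit, the compound median less 4 SD, cut at about 6% in these data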;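 note: 0% = Hyamine 1622 control at 20 µM and 100% = untreated cell control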
* marks the source's active call; other numbers are inactive results; nt = not tested or not shown.

mol | BB579 growth dn | Yeast life ext | HCT116 PTEN-null | Measles CPE | MRP1 act | NPY-Y2 antag | E-sel TNF inh | Phagocyt inh | GALR2 blocker | bCat KO growth
CCOC(=O)Cc1csc(NC(=O)CN(C)S(=O)(=O)c2ccc3c(c2)CCC(=O)N3)n1 | nt | nt | nt | nt | nt | 4 | -26 | 3 | 3 | nt
Cc1c(N2C(=O)/C(=C/c3ccccc3)SC2=S)c(=O)n(-c2ccccc2)n1C | -7 | 1 | 88 | 3 | 8.0* | 0 | -35 | nt | 4 | 94
O=C(CN1C(=O)c2ccccc2C1=O)NCc1ccccn1 | -22 | -7 | 110 | 24 | 0.4 | 1 | -10 | -2 | 7 | 109
O=C(Nc1ccc(F)cc1)c1cc(S(=O)(=O)N2CCCCC2)cs1 | -3 | -7 | 65 | 20 | -1.2 | -3 | 37 | nt | -5 | 35
Cc1ccc(N=Cc2cc(C)n(C3CCCC3)c2C)cc1 | -25 | -5 | 86 | 11 | -1.7 | 0 | -10 | nt | 3 | 81
COc1ccc(/C=N/n2c(SC)nnc(C(C)(C)C)c2=O)cc1 | 19 | 3 | 84 | 5 | -6.0 | 9 | -17 | 0 | -1 | 95
Cc1ccc(S(=O)(=O)NCc2n[nH]c(=S)n2C)cc1 | -39 | -25 | 104 | 10 | -0.2 | 0 | 28 | nt | -1 | 102
COc1cccc2cc(C(=O)N(C)C3CCN(C)CC3)c(=O)oc12 | -6 | 0 | 107 | 30 | -0.2 | 1 | -52 | nt | -2 | 96
O=C(CSCC(=O)N1CCN(c2ccccc2)CC1)Nc1nc(-c2ccc(Cl)s2)cs1 | 17 | -6 | 40 | 5 | -3.8 | 3 | nt | 1 | 2 | 54
COCCOC(=O)C1=C(N)OC2=C(C(=O)CCC2)C1c1cccnc1 (centres undefined) | -4 | 11 | 109 | 15 | 1.4 | 5 | 6 | -1 | 11 | 98
COC(=O)C1NN=C(C(=O)c2ccc(Br)cc2)C1c1cccc(Br)c1 (centres undefined) | -46 | -1 | 97 | 7 | -1.5 | 0 | 4 | -1 | 5 | 97
COCCCNC(=O)/C(C#N)=c1\s/c(=C\c2ccccc2OC(F)F)c(=O)n1CCCOC | -27 | 7 | 89 | 4 | -1.6 | 0 | -35 | 12 | -1 | 82
O=C(CSc1nnc(SCc2ccccc2Cl)s1)N/N=C/c1c[nH]c2ccccc12 | -16 | 11 | 59 | 5 | -1.2 | 4 | nt | -5 | 10 | 70
O=C(Cn1nnc(-c2ccc(Cl)cc2)n1)NC1CCN(Cc2ccccc2)CC1 | -8 | -8 | 75 | 3 | 0.7 | 0 | 100* | -2 | -10 | 85
Cc1ccc(NC(=O)CSCC(=O)O)c(C)c1 | -51 | 0 | 103 | 11 | -0.6 | -4 | -7 | -2 | 5 | 104
COCCN1C(=O)c2ccccc2C(C(=O)N2CCN(c3ccccn3)CC2)C1c1ccc(F)cc1 (centres undefined) | -21 | -2 | 86 | 16 | -3.0 | 6 | 33 | nt | 9 | 90
CCn1c(SCC(=O)c2ccccc2)nc2c(c1=O)SC(C)C2 (centres undefined) | -26 | -4 | 92 | 7 | -0.1 | 4 | nt | 3 | 0 | 88
Cc1nc2ccccn2c1C(=O)N/N=C/c1cc(C)n(-c2ccc(Cl)cc2)c1C | -33 | nt | 80 | 12 | -4.6 | -1 | -18 | nt | -2 | 80
O=C(NN=C1CCCCCCC1)C(=O)NC1CCCCC1 | -19 | -2 | 97 | 6 | -0.8 | 2 | -36 | -1 | 2 | 105
O=C1CCCN1CCC1CCN(C(=S)Nc2ccc(F)cc2)CC1 | -31 | 2 | 98 | 19 | -1.8 | -1 | 25 | 0 | -1 | 92
Cc1cc(NC(=O)Cc2cccs2)nn1CC(=O)NCc1ccco1 | -40 | -10 | 68 | 7 | -1.6 | 4 | 9 | -1 | -1 | 66
COc1ccc(C)cc1S(=O)(=O)N(C)CC(N)=O | -29 | 1 | 96 | 2 | -1.0 | -1 | -1 | 2 | -6 | 95
COc1cc(C)c(S(=O)(=O)NC2CC(C)(C)NC(C)(C)C2)cc1C | -46 | -2 | 106 | 9 | -0.1 | 2 | 3 | 0 | -13 | 101
CSc1cccc(NC(=O)c2ccc(Cl)nc2)c1 | -18 | -9 | 75 | 3 | -4.0 | -3 | -5 | nt | 8 | 76
CC(=O)Nc1nc(C)nc(-c2ccccc2)c1C(C)=O | -27 | -1 | 100 | 3 | -1.8 | 1 | 8 | -2 | -2 | 105
CCOC(=O)c1sc(NC(=O)CSc2nccc(C)n2)c(C#N)c1C | -56 | -12 | 5 | 1 | -2.2 | 1 | 17 | 0 | -4 | 11
CCCCC(=O)Nc1ccc(C(=O)NNC(=O)c2ccco2)cc1 | -21 | -4 | 98 | 6 | -2.3 | 1 | -44 | nt | -7 | 91
COC(=O)c1cc(CN2CCN(c3ccccc3C)CC2)ccc1O | -33 | -3 | 83 | 7 | -0.3 | 4 | 4 | -1 | 0 | 83
COc1ccccc1N1CCN(C(=O)c2cnn3cccnc23)CC1 | -38 | -10 | 69 | 4 | -1.2 | 4 | -17 | 2 | 0 | 71
COc1cccc(OCCSc2nnc3sc4ccccc4n23)c1 | -31 | -8 | 112 | 0 | 0.4 | 11 | -10 | 1 | -6 | 101
N#CCO/N=C(\c1ccccc1)c1ccncc1 | 20 | -3 | 104 | 1 | 1.6 | 1 | -31 | nt | 12 | 98
COCCn1c(C)cc(C(=O)CN2C(=O)NC3(CCCCCCC3)C2=O)c1C | -47 | -2 | 100 | 11 | -0.9 | 3 | nt | 0 | 4 | 78
COc1cccc(N2CCN(c3ncnc4c3cnn4-c3ccc(C)cc3C)CC2)c1 | -38 | -7 | 3.1* | 7 | -2.3 | 8 | nt | -1 | 2 | 1.7*
CCOC(=O)c1sc2c(c1C)C(c1cccs1)C1=C(CCCC1=O)N2 (centres undefined) | -33 | -9 | 86 | 19 | -0.1 | -2 | nt | 1 | -8 | 68
O=C(CSc1nc(-c2ccc(F)cc2)cc(C(F)(F)F)n1)Nc1ccc2c(c1)OCO2 | -16 | 0 | 93 | 5 | -2.0 | 7 | nt | -4 | 5 | 91
COc1ccc(N2CCN(S(=O)(=O)c3ccc(C(=O)NC4CCCC4)cc3)CC2)cc1 | -6 | 1 | 93 | 24 | -2.8 | 1 | -10 | nt | -2 | 95
CC1CCCC(C)N1CCCNC(=O)c1cc2c(=O)n(C)c3ccccc3c2n1C (centres undefined) | -16 | -11 | 63 | 15 | -4.9 | 1 | -7 | 1 | 3 | 72
CCNC(=O)O/N=C(\C)c1sc(-c2ccc(Cl)cc2)nc1C | -31 | -14 | 72 | 20 | -0.5 | 4 | 20 | nt | 14 | 74
CCC(C)[C@H](NC(=O)OC(C)(C)C)C(=O)N/N=C/c1ccc2cc(OC)ccc2n1 (some centres undefined) | -4 | -6 | 85 | 11 | 1.1 | 3 | 1 | -7 | -5 | 93
CCOC(=O)c1c(NC(=S)NC(=O)/C=C/c2cccs2)sc(C)c1C | -31 | 5 | 7 | 19 | -5.1 | 0 | nt | 0 | -8 | 20
Cc1nn(C)cc1/C=N\NC(=O)c1ccc2c(c1)c(C)c(C)n2Cc1ccccc1 | -61 | -8 | 114 | 9 | 1.4 | 1 | 13 | -1 | -18 | 101
O=[n+]1cc(-c2ccc(Cl)cc2)n([O-])c2c1CCCCC2 | -4 | 2 | 97 | 6 | -1.9 | 2 | nt | -2 | -2 | 93
CCOc1ccccc1N1CCN(C/C=C/c2ccc(N(C)C)cc2)CC1 | -53 | -3 | 99 | 10 | -1.1 | 10 | 8 | 0 | -8 | 86
Cc1c(C#N)c(NC(=O)c2ccccc2)n(Cc2ccccc2)c1C | -20 | -14 | 98 | 4 | -0.2 | 6 | 5 | -1 | 0 | 84
c1ccc(-c2cc3nccc(-c4ccccn4)n3n2)cc1 | -7 | -8 | 72 | 13 | -1.5 | 2 | nt | -3 | 12 | 79
COCCCNc1nc(SCc2ccccc2)nc2sc3c(c12)CCC3 | -32 | -18 | 63 | 8 | -1.1 | 2 | -12 | nt | -6 | 64
CCOC(=O)c1cn(-c2nc(-c3ccc(Cl)c(Cl)c3)cs2)c2c(F)c(N3CCOCC3)c(F)cc2c1=O | -40 | -5 | 1.2* | 3 | -5.5 | 0 | 1 | -5 | 5 | 1.7*
Cc1ccccc1NC(=O)c1c(Cl)nc(C)c(Cl)c1C | -33 | 7 | 90 | 4 | -1.4 | 2 | -1 | -11 | 6 | 98
CCCC(=O)NCCSC | 1 | -5 | 81 | 23 | 0.5 | 3 | -31 | 2 | 9 | 98
COc1cccc(CNC(=O)CCCNS(=O)(=O)c2cccs2)c1 | -36 | -10 | 105 | 6 | -2.1 | 2 | -18 | nt | -7 | 96

The list goes on:
mol | BB579 growth dn | Yeast life ext | HCT116 PTEN-null | Measles CPE | MRP1 act | NPY-Y2 antag | E-sel TNF inh | Phagocyt inh | GALR2 blocker | bCat KO growth
c1ccc(SCc2nc3ccccc3[nH]2)nc1 | -21 | -15 | 95 | 17 | 0.5 | 1 | 6 | 1 | 4 | 95
COCCNC(=O)COc1cc(=O)n(C)c2ccccc12 | -18 | -8 | 85 | 3 | -1.4 | 1 | 12 | -4 | 10 | 87
Cc1cc(C)nc(N2CCCC(C(=O)NC3CCCC3)C2)n1 (centres undefined) | -69 | 8 | 117 | 12 | -0.2 | 1 | -49 | -1 | 1 | 109
CCOC(=O)c1c(C)[nH]c(NC(=O)N2CCOCC2)c1C | -34 | -4 | 96 | 14 | -1.8 | -2 | -9 | 0 | 15 | 98
COC(=O)Cc1c(C)c2ccc(OC(=O)c3ccco3)cc2oc1=O | -15 | -3 | 106 | 7 | -0.9 | 1 | -29 | -1 | -2 | 109
Cc1ccc(C(=O)Nc2sc3c(c2C#N)CCCCC3)cc1C | -9 | nt | 94 | 17 | -0.4 | 2 | -32 | nt | -5 | 89
O=C(CCCOc1ccc(Cl)cc1Cl)Nc1ccncc1 | -57 | -2 | 81 | 31 | 0.4 | 2 | -7 | -1 | -1 | 69
O=C(NCCC1=CCCCC1)c1ccc(Br)o1 | -13 | -17 | 90 | 4 | -0.2 | 0 | -28 | 0 | -13 | 88
O=C(Nc1ccc(O)cc1)c1cc2n(n1)C(C(F)(F)F)CC(c1ccco1)N2 (centres undefined) | -20 | -15 | 21 | 13 | -1.5 | 3 | 5 | 0 | -4 | 20
CCNS(=O)(=O)c1ccc(NC(=O)Nc2cccc(OC)c2)cc1 | -8 | -11 | 81 | 5 | -1.7 | 1 | -12 | 0 | -7 | 91
Cc1cc(OCc2nc(-c3ccc(NC(=O)c4cccnc4)cc3)no2)ccc1Cl | -9 | -20 | 70 | 4 | -5.4 | -1 | nt | nt | -6 | 52
CN(C)c1c(N)[nH]c2c(c1=O)c(=O)n(C)c(=O)n2C | -37 | -4 | 98 | 9 | -2.4 | 1 | nt | -3 | -2 | 96

From PubChem
